High-throughput results deposited in PubChem BioAssay by several laboratories.
ASAP1 inh: inhibitors of human ASAP1 ArfGAP activity, primary screen, biochemical, fluorescence polarization; Arf-GAP with SH3 domain, ANK repeat and PH domain-containing protein 1 (Homo sapiens), …; ASAP1-stimulated ARF1 GTP hydrolysis, GDP FP detection; inhibition, % at 16.5 µM; actives 0.19% (n = 360,000); AID 624377, 2012; in the data active = inhibition above about 25%;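 also: 0% = vehicle with enzyme and substrate and 100% = no enzyme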
sPLA2-III inh: human group III sPLA2 inhibitors, primary screen, biochemical, QFRET, BODIPY PC-A2 liposome substrate. Group 3 secretory phospholipase A2 (Homo sapiens), Q9NZ20. QFRET BODIPY PC-A2 liposome hydrolysis, fluorescence. inhibition, % at 12.2 µM. actives 0.56% (n = 370,000);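 active = inhibition above mean plus 3 SD of compounds lying within the high and low control bounds, cut at about 19% in these data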;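 also: 0% = median of test compound wells and 100% = no enzyme DMSO wells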
PLCg1 inh: PLC-gamma1 enzyme inhibitors, primary screen, biochemical, fluorescence, purified enzyme; 1-phosphatidylinositol 4,5-bisphosphate phosphodiesterase gamma-1 (Homo sapiens), P19174; fluorogenic substrate; inhibition, % at 12.2 µM; actives 0.84% (n = 370,000); in the data active = inhibition above about 9.5%
proKLK7 act: proKLK7 zymogen activators, primary screen, biochemical, fluorescence intensity | purified proKLK7, EDANS-DABCYL substrate fluorescence; 100% is mature enzyme control, 0% vehicle | activation, % at 7 µM | actives 0.9% (n = 370,000) | AID 652039, 2013;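 active = activation above the mean of all tested compounds plus 3 SD, computed per campaign excluding outliers beyond control limits, cut at about 13% in these data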
Target sequence (P49862 whole entry, looked up): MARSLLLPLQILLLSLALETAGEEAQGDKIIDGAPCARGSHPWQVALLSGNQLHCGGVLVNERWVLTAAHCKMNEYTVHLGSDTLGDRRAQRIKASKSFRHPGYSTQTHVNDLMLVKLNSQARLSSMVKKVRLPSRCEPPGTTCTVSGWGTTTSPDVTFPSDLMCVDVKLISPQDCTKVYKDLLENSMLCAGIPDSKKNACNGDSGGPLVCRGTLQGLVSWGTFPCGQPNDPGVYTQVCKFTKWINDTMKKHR
UHRF1 binding: UHRF1 methylated DNA binding inhibitors, primary screen, counter-screen for MBD2 inhibitor project, biochemical, TR-FRET, human UHRF1, single concentration | E3 ubiquitin-protein ligase UHRF1 (Homo sapiens), Q96T88 | UHRF1 binding to methylated oligo | inhibition, % at 4.4 µM | actives 0.75% (n = 370,000) | AID 687016, 2013; in the data active = inhibition above about 21%;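 also: UHRF1 SRA domain binding a hemimethylated CpG hairpin DNA probe; 0% = median of test compound wells and 100% = reference inhibitor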
Target sequence (Q96T88 whole entry, looked up, the tested form may be a part): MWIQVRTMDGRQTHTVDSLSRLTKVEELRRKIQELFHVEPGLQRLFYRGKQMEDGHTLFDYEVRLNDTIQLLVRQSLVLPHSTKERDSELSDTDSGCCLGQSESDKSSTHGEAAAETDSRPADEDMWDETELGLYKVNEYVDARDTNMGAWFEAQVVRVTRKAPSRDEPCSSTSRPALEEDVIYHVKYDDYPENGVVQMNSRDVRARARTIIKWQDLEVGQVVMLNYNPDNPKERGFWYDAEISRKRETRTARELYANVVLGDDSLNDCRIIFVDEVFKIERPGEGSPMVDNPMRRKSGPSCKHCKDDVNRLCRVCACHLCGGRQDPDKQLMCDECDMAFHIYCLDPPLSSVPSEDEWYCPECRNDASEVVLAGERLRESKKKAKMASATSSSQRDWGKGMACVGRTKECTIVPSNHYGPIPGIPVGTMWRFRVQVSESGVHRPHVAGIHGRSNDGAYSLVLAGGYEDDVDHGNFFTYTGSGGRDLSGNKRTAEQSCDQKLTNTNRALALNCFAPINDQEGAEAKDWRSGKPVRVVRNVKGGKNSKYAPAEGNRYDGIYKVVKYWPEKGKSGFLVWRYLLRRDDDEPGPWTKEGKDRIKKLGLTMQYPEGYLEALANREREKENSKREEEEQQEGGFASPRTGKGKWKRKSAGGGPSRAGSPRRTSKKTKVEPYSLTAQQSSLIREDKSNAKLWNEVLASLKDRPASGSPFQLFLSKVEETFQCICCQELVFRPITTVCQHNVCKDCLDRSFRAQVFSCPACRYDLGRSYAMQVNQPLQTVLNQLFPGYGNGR
ARFGAP1 inhibitor: inhibitors of rat ARFGAP1 GAP activity, primary screen, biochemical, fluorescence polarization, GDP tracer; ADP-ribosylation factor GTPase-activating protein 1 (Rattus norvegicus), Q62848; Arfgap1-stimulated ARF1 GTP hydrolysis, GDP FP detection; inhibition, % at 16.5 µM; actives 0.26% (n = 360,000); AID 651572, 2012;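 active = inhibition above a per-plate limit, mean inhibition of low control wells plus 3 SD, cut at about 25% in these data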;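 also: 0% = DMSO wells with enzyme and 100% = wells lacking Arfgap1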
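System: truncated rat Arfgap1 GAP domain / Medium: HEPES-based buffer, pH 7.5 / Also added: N-terminally truncated human ARF1-GTP substrate / Incubation: enzyme reaction 120 min at 25 °C after 20 min preincubation / Measured by: FP of antibody-bound GDP Alexa 633 tracer, ex 620/em 688 nm / Replicates: singlicate, each compound tested once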
Tn6 DDE FP: inhibitors of Tn6 peptide binding to fibrin DD(E), primary screen, biochemical, fluorescence polarization, human fibrin, Tn6 probe; Fibrin DD(E) TRITC-Tn6 fluorescence polarization displacement; inhibition, % at 8.3 µM; actives 0.21% (n = 370,000); AID 720509, 2013;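 active = inhibition above a per-campaign cutoff: mean of compounds within control limits plus 3 SD, cut at about 15% in these data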;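 also: 0% = median of all compound wells on the plate and 100% = blocking peptide control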
Tn7 DDE FP: inhibitors of Tn7 peptide binding to fibrin DD(E), primary screen, biochemical, fluorescence polarization, human fibrin, Tn7 probe; AID 720508, 2013; FP displacement of FITC-Tn7 peptide from fibrin DD(E); 0% = median of compound wells per plate; inhibition, % at 8.3 µM; Fibrinogen beta chain (Homo sapiens), P02675; actives 0.13% (n = 370,000);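 active = inhibition above the mean of compounds falling within the control limits plus 3 SD of them, cut at about 14% in these data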;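 also: 0% = plate median of compound wells and 100% = 10 µM Aha-Tn7 peptide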
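Assay system: Fibrin-DD(E) protein isolated from polymerized human fibrin clots; read-out basis: percent inhibition; medium: Tris/NaCl/CaCl2 buffer, pH 7.8; signal: FP measurement; incubation: 10 min plus 3 h, room temperature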
NR1D1 modulator: modulators of Rev-erb alpha DNA binding, primary screen, biochemical, FITC-DNA, fluorescence polarization, uHTS; Nuclear receptor subfamily 1 group D member 1 (Homo sapiens), P20393; activity, % at 10 µM; Rev-erbα–FITC-DNA binding, 90 min; actives 0.79% (n = 370,000);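 active = activity above about 14%, limit read from the data; passing the limit was not always enough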;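 also: 0% = DMSO wells with 35 nM protein and 100% = DMSO wells with 750 nM protein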
PLC-beta3 inh: human PLC-beta3 inhibitors, primary screen, biochemical, fluorescence | actives 0.18% (n = 370,000) | Purified PLC-beta3, fluorogenic substrate | AID 720704, 2013 | 1-phosphatidylinositol 4,5-bisphosphate phosphodiesterase beta-3 (Homo sapiens), Q01970 | inhibition, % at 12.2 µM; in the data active = inhibition above about 11%;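 also: 0% = median of compound wells on plate and 100% = full blocker control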
* marks the source's active call; other numbers are inactive results.

SMILES	ASAP1 inh	sPLA2-III inh	PLCg1 inh	proKLK7 act	UHRF1 binding	ARFGAP1 inhibitor	Tn6 DDE FP	Tn7 DDE FP	NR1D1 modulator	PLC-beta3 inh
CCOc1ccc(C(=O)N(CC(=O)Nc2cccc(C)c2C)CC2CCCO2)cc1OC (configuration not stated)	-2	10	-2	0.1	0	-4	-4	10	4	-9
O=C(CS(=O)(=O)c1ccccc1)NCc1ccccc1	15	6	0	0.8	0	2	-5	3	-7	-21
O=C(NCCN1CCCCC1)Nc1cccc(C(F)(F)F)c1	7	0	3	0.1	-2	-1	5	1	-3	-8
NC(=O)C1CCN(Cc2cccc(OCc3ccccc3)c2)CC1	-1	6	0	0.0	2	1	5	6	1	-4
Cc1c(OCC(=O)N2CCC[C@@H]2C(=O)O)ccc2c3c(c(=O)oc12)CCC3	-5	8	-12	1.9	0	13	-3	4	-2	-17
Cc1nnc(SCSc2nnc(C)s2)s1	9	-4	-1	0.3	-1	-9	-8	5	1	3
CCOC(=O)c1sc2nc(CSc3ccccc3Cl)[nH]c(=O)c2c1C	2	-7	0	-0.8	-2	-7	-2	-5	5	-5
CCOCCCNC(=O)C1CCN(S(=O)(=O)c2ccc3nc4c(c(C(=O)O)c3c2)CCCCC4)CC1	-3	-3	0	-0.7	0	4	-7	-2	-2	-10
COc1ccc(NC(=O)CCCc2c[nH]c3ccccc23)cc1OC	0	1	4	-0.4	5	-6	0	-1	-4	-2
CCOCc1cc(CN2CCC(CCC(=O)NC3CC3)CC2)ccc1OC	1	-5	-1	0.5	-3	-14	-6	3	7	0
Cc1c(-c2nc3ccccc3[nH]2)cnn1C	6	3	-1	0.0	9	19	-1	-4	5	-2
CC1Cc2ccccc2N1C(=O)Cn1cc([N+](=O)[O-])ccc1=O (configuration not stated)	2	4	2	0.5	-1	-6	0	3	-2	3
COC(=O)c1c(NC(=O)CSc2nccn2C)sc(C)c1C	3	-5	-2	0.0	-1	0	0	-1	7	3
Cc1cc(/N=C/C=C2\N(C)c3ccccc3C2(C)C)n(CCC#N)n1	0	3	-3	0.9	2	-6	2	-3	-3	-13
Cc1ccc(-c2nnc3sc(-c4ccncc4)nn23)cc1	2	5	-11	1.0	13	7	6	4	-2	-16
Cc1ccc(-c2noc(CNc3ccccc3)n2)cc1	3	-11	7	-1.0	4	13	5	3	6	7
O=C(Cc1cccs1)Nc1nnc(-c2ccccc2)s1	4	2	3	-0.5	4	9	-1	-1	9	-2
CCn1c(=O)cc(SCC(=O)N2CCOCC2)c2ccccc21	-11	2	6	-0.2	13	8	-7	-5	3	-3
Cc1cc(C(=O)CSc2nc3ccc(Cl)cc3[nH]2)c(C)n1CC1CCCO1 (configuration not stated)	10	-17	-4	0.5	-4	0	-15	-2	1	-7
Cn1c(O)c(/C=C2\C=NN=C2c2ccccc2)sc1=S	-5	-14	2	-0.2	0	-9	3	0	2	-5
CCOC(=O)/C(C#N)=N\Nc1cc(Cl)ccc1OC	11	4	2	0.7	1	2	5	5	5	-4
COc1ccc(N2CCN(C(=O)c3cc4c(s3)-c3ccccc3S(=O)(=O)C4)CC2)cc1	1	-16	1	0.5	22*	0	3	-6	-3	-6
COc1ccc(OC)c(NC(=O)NCCCCc2ccccc2)c1	6	-5	0	0.4	-2	-1	0	0	3	-6
CC1=NN(c2ccccc2)C(=O)/C1=C\c1ccc(Oc2ccc([N+](=O)[O-])cc2[N+](=O)[O-])cc1	13	8	20*	-0.3	19	25*	8	1	3	4
COc1cccc(C2(O)C(=O)Nc3ccccc32)c1 (configuration not stated)	1	-3	2	-0.2	1	4	8	3	0	-3
SMILES	ASAP1 inh	sPLA2-III inh	PLCg1 inh	proKLK7 act	UHRF1 binding	ARFGAP1 inhibitor	Tn6 DDE FP	Tn7 DDE FP	NR1D1 modulator	PLC-beta3 inh
CCCCCC(=O)N1C[C@H](n2cc(-c3ccc(F)cc3)nn2)[C@@H](O)C[C@@H]1c1ccc(Cl)cc1	1	-26	-1	0.8	-2	15	11	-5	4	1
COCCOC(=O)c1[nH]c2c(c1C)C(=O)CC(c1ccco1)C2 (configuration not stated)	9	-4	-9	-0.2	33*	-4	2	5	-18	-14
O=C(CCN1C(=O)[C@@H]2Cc3ccccc3CN2C1=O)N[C@@H](Cc1ccccc1)C(=O)O	-13	0	4	-0.6	2	4	2	-7	4	7
CCN(CC)c1ccc(/C=N/NC(=O)Nc2nonc2N)cc1	1	4	-7	0.5	-1	10	-4	8	-4	-7
CCOc1ccc(NC(=O)CCS(=O)(=O)c2ccc3c(c2)CCCN3C(C)=O)cc1	-9	-3	3	0.6	10	-2	4	2	-2	0
COc1cccc(Oc2ccc(C(F)(F)F)cc2NC(=O)C2=COCCO2)c1	1	-21	4	-0.4	4	1	-2	1	3	-10
COc1ccc(O)c(C(=O)C2c3ccccc3C(=O)N2c2ccc(C)cc2)c1 (configuration not stated)	-2	-18	-5	1.5	8	-6	5	-8	-3	-14
CCOc1ncccc1C(=O)N1CCCSC1=Nc1ccccc1OC	13	8	0	-0.6	6	16	-13	-1	1	-12
COc1ccc(CC(=O)Oc2ccc(C)cc2C)cc1	-2	7	-1	-0.5	3	5	0	2	5	-5
CCOc1ccc(NC(=O)COC(=O)c2cc(C)oc2C)cc1	2	-1	-5	0.2	-2	5	-1	-1	-1	-5
O=C(Nc1ccc(Cl)cn1)c1cccnc1	-7	5	1	-0.6	1	-2	-2	-10	-1	5
Fc1ccc(-c2csc(/C=C/c3ccc4c(c3)OCO4)n2)cc1	-3	9	-15	-0.4	7	3	-4	2	-3	-11
O=C(Nc1cccc(OC(F)(F)F)c1)c1ccc(Br)o1	-3	-2	-1	0.6	-1	9	-3	0	-3	-3
OCC1(CCc2ccccc2)CCN(Cc2ccc(OC(F)F)cc2)CC1	-3	-20	-1	-0.2	-1	12	5	1	5	4
CC(=O)Nc1ccc(NC(=O)C(C)n2nc(C)c([N+](=O)[O-])c2C)cc1 (configuration not stated)	-4	-1	3	0.4	7	13	6	-3	-1	-5
CCOc1cc(N2CCOCC2)c(OCC)cc1NC(=O)c1ccc(OC(C)C)cc1	10	5	-3	-0.2	0	-1	-1	-6	7	-1
COc1ccc2[nH]c3c(c2c1)CCN1C(=O)C(CC(=O)NCCCn2ccnc2)C[C@H](C(=O)N(C(C)C)C(C)C)[C@@]31C (some centres not stated)	-2	-20	5	0.4	2	3	-6	-4	1	3
Cc1cc(Br)ccc1NC(=O)c1sc2ncnc(N3CCN(c4ccccn4)CC3)c2c1C	-3	8	-2	0.6	0	1	5	3	69*	2
Cc1ccc(SCC(=O)OCC(=O)NCCNC(=O)COC(=O)CSc2ccc(C)c(C)c2)cc1C	-3	4	0	-0.8	1	3	0	4	-1	-10
CN(Cc1ccccc1)S(=O)(=O)c1ccc(Cl)c(C(=O)NCCc2ccccn2)c1	15	0	-2	-0.5	0	3	-6	-8	-5	-8
O=[N+]([O-])c1cc(C2Nc3cccc4cccc(c34)N2)ccc1Cl	-7	5	1	-0.6	1	14	5	-1	-22	0
COc1ccc(N2C(C)=CS/C2=C(/C#N)c2nnc(N3CCOCC3)n2-c2ccccc2)cc1	-1	4	3	0.3	0	-1	0	5	3	5
CCCCOc1ccc(C(=O)NCC(=O)OCC(=O)N2CCN(S(=O)(=O)c3ccc(C)cc3C)CC2)cc1	6	-44	1	1.0	3	5	-1	-2	5	1
O=C(Nc1ccccc1C(=O)N1CCCCC1)NC1CCCCC1	-8	0	0	-0.6	1	6	12	-4	-1	-3
CCCCCOc1ccc(C(=O)Nc2ccc(S(=O)(=O)Nc3cc(C)on3)cc2)cc1	-11	-2	3	-0.6	0	-6	8	8	-2	-4

The final 3 records of the part above are carried over, then new ones follow.
SMILES	ASAP1 inh	sPLA2-III inh	PLCg1 inh	proKLK7 act	UHRF1 binding	ARFGAP1 inhibitor	Tn6 DDE FP	Tn7 DDE FP	NR1D1 modulator	PLC-beta3 inh
CCCCOc1ccc(C(=O)NCC(=O)OCC(=O)N2CCN(S(=O)(=O)c3ccc(C)cc3C)CC2)cc1	6	-44	1	1.0	3	5	-1	-2	5	1
O=C(Nc1ccccc1C(=O)N1CCCCC1)NC1CCCCC1	-8	0	0	-0.6	1	6	12	-4	-1	-3
CCCCCOc1ccc(C(=O)Nc2ccc(S(=O)(=O)Nc3cc(C)on3)cc2)cc1	-11	-2	3	-0.6	0	-6	8	8	-2	-4
O=C1CCCc2c1[nH]c1c(Br)cccc21	-9	13	-11	0.3	4	2	8	-6	7	-13
O=C(Nc1ccccc1)C1Cc2c(-c3ccccc3Oc3ccccc3)ccnc2O1 (configuration not stated)	-10	-8	2	-0.2	1	9	-1	3	5	0
COc1ccccc1NC(=O)[C@@H]1CCCN1S(=O)(=O)c1ccc(Cl)cc1	6	0	1	0.7	-1	2	-4	0	0	-5
CCN1CCN(C(=O)C(C)Oc2ccc(S(=O)(=O)N3CCCC3)cc2C(N)=O)CC1 (configuration not stated)	-12	3	0	-0.7	11	13	5	0	0	-4
Cc1ccc(C(CC(=O)c2ccco2)SCCO)cc1 (configuration not stated)	-2	0	4	6.9	1	5	-3	-11	2	3
O=C(O)c1cnc2ccccc2n1	-4	4	-6	-0.2	1	6	-9	-2	-5	-4
COc1ccc(NC(=O)COc2ccc3c(C)cc(=O)oc3c2)cc1S(=O)(=O)N1CCCCC1	8	-5	-72	-11	-2	0	-7	-4	1	-68
Cc1ccc(C)c(-n2cc[nH]c2=S)c1	-17	20*	2	-0.3	2	-14	1	3	-8	0
CCOc1ccc(C(O)c2nccn2C)cc1 (configuration not stated)	-7	3	-5	-0.2	-1	1	-5	-4	6	4
Cc1ccc(-n2nc3c(c2NC(=O)c2cccs2)CSC3)cc1	-2	11	-5	-1.7	-5	-6	2	2	3	-12
N=c1n(CCCOc2ccc(Br)cc2)c2ccccc2n1CC(N)=O	-4	5	2	-0.1	5	-1	-3	-5	4	-7
C[C@H]1CN=C(N(C)C)N1CCC1CCCC1	14	5	2	-0.2	0	-10	4	4	-2	-2
